INS-1E rescue – rescue of cytokine-induced death in INS-1E beta cells | AID 488910 | INS-1E cytokine-induced death, ATP luminescence, 48 h; normalised: neutral wells 0, positive control 100 | 0.1% of 20,000 active | protection from cytokine-induced ATP loss, % at 10 µM;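 active = mean replicate protection from cytokine-induced ATP loss at least 50% and at least 75% of replicates each reaching 50%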
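assay system = INS-1E rat insulinoma cells | amount = 8000 cells per well | medium = phenol-red-free RPMI with 5% fetal bovine serum | doses = one compound concentration, pin transfer | timing = 48 h cytokine plus compound treatment, 10 min reagent incubation | also added = IL-1β, TNF-α and IFN-γ cytokine mix | signal = CellTiter-Glo luminescence measuring cellular ATP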
T cruzi HTS – intracellular Trypanosoma cruzi inhibition; intracellular Trypanosoma cruzi in host cells, plate reader; activity score (inhibition), % at 5.01 µM; 4.9% of 22,000 active; in the data active = activity score above about 55%;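 note: parasites and compound incubated about four days before reading; 0% = median of neutral control wells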
An asterisk follows results filed as active; . = not tested or not shown. The order is random; about 5.1% have a hit in one of these screens.

Values run as follows: INS-1E rescue, T cruzi HTS
> Cc1noc(C)c1NC(=O)N(C)C[C@@H]1Oc2c(NC(=O)Nc3ccc(C(F)(F)F)cc3)cccc2C(=O)N([C@H](C)CO)C[C@@H]1C
    -8.2, -36.4
> C[C@H](CO)N1C[C@H](C)[C@H](CN(C)Cc2ccc(Oc3ccccc3)cc2)Oc2ccc(NC(=O)NC3CCCCC3)cc2C1=O
    ., 2.9
> C[C@H]1CN([C@@H](C)CO)C(=O)c2cccc(NS(=O)(=O)c3cn(C)cn3)c2O[C@H]1CN(C)Cc1ccncc1
    0.2, -4.2
> COc1ccc(S(=O)(=O)N(C)C[C@@H]2Oc3c(NC(=O)c4ccncc4)cccc3C(=O)N([C@H](C)CO)C[C@H]2C)cc1
    9.9, -1.7
> C[C@H]1CN([C@@H](C)CO)C(=O)c2cccc(NC(=O)Nc3ccc4c(c3)OCO4)c2O[C@H]1CN(C)Cc1ccccc1
    -17.0, -9.2
> COc1cccc(CN(C)C[C@@H]2OCc3cnnn3CCCC(=O)N([C@@H](C)CO)C[C@@H]2C)c1
    4.6, -0.5
> C[C@@H]1CN([C@@H](C)CO)C(=O)c2cc(NC(=O)Nc3ccc4c(c3)OCO4)ccc2O[C@@H]1CN(C)Cc1ccccc1
    ., -5.2
> COc1cccc(CN(C)C[C@H]2OCc3cnnn3CCCC(=O)N([C@@H](C)CO)C[C@H]2C)c1
    ., -4.6
> C[C@@H]1CN([C@@H](C)CO)C(=O)CCCn2cc(nn2)CO[C@@H]1CN(C)S(=O)(=O)c1ccc(Cl)cc1
    ., -20.6
> C[C@@H]1CN([C@@H](C)CO)C(=O)c2cc(NC(=O)C3CCCCC3)ccc2O[C@@H]1CN(C)Cc1ccc(C(F)(F)F)cc1
    -24.3, -3.2
> CC(C)NC(=O)Nc1cccc2c1O[C@@H](CN(C)S(=O)(=O)c1ccc(Cl)cc1)[C@H](C)CN([C@H](C)CO)C2=O
    10.7, 11.4
> COc1ccc(S(=O)(=O)Nc2ccc3c(c2)C(=O)N([C@@H](C)CO)C[C@@H](C)[C@@H](CN(C)S(=O)(=O)c2ccc(Cl)cc2)O3)cc1
    -11.8, 15.6
> C[C@@H]1CN([C@H](C)CO)C(=O)c2cccc(NC(=O)Nc3ccc(F)cc3)c2O[C@H]1CN(C)Cc1ccc(-c2ccccc2)cc1
    -0.5, -13.1
> C[C@@H]1CN([C@H](C)CO)C(=O)c2cccc(NC(=O)c3ccno3)c2O[C@H]1CN(C)S(=O)(=O)c1cccs1
    12.6, -4.0
> CC(C)NC(=O)N(C)C[C@H]1Oc2ccc(NC(=O)Nc3ccc(F)cc3)cc2CC(=O)N([C@@H](C)CO)C[C@@H]1C
    -6.3, -11.9
> C[C@@H]1CN([C@H](C)CO)C(=O)c2cc(NC(=O)c3ccncc3)ccc2O[C@H]1CN(C)S(=O)(=O)c1ccccc1
    2.5, -1.5
> C[C@H]1CN([C@@H](C)CO)C(=O)Cc2cc(NC(=O)CCN3CCOCC3)ccc2O[C@H]1CN(C)S(=O)(=O)c1cccs1
    0.5, .
> C[C@@H]1CN([C@@H](C)CO)C(=O)c2cc(NC(=O)Nc3ccc(C(F)(F)F)cc3)ccc2O[C@H]1CN(C)S(=O)(=O)c1ccc(Cl)cc1
    -14.5, 8.8
> Cc1noc(C)c1NC(=O)Nc1ccc2c(c1)C(=O)N([C@@H](C)CO)C[C@@H](C)[C@@H](CN(C)S(=O)(=O)c1c(C)noc1C)O2
    4.1, -14.1
> C[C@@H]1CN([C@@H](C)CO)C(=O)c2cc(NC(=O)NC3CCCCC3)ccc2O[C@H]1CN(C)Cc1ccc(-c2ccccc2)cc1
    -31.6, -6.3

Whole records as entered above. Values in the order: INS-1E rescue	T cruzi HTS
`COc1cccc(CN(C)C[C@H]2OCc3cnnn3CCCC(=O)N([C@@H](C)CO)C[C@H]2C)c1` is entered as .	-4.6
`C[C@@H]1CN([C@H](C)CO)C(=O)c2cc(NC(=O)c3ccncc3)ccc2O[C@H]1CN(C)S(=O)(=O)c1ccccc1` is entered as 2.5	-1.5
`Cc1noc(C)c1NC(=O)N(C)C[C@@H]1Oc2c(NC(=O)Nc3ccc(C(F)(F)F)cc3)cccc2C(=O)N([C@H](C)CO)C[C@@H]1C` is entered as -8.2	-36.4
`C[C@@H]1CN([C@@H](C)CO)C(=O)c2cc(NC(=O)C3CCCCC3)ccc2O[C@@H]1CN(C)Cc1ccc(C(F)(F)F)cc1` is entered as -24.3	-3.2

Following part.
Values run as follows: INS-1E rescue, T cruzi HTS
> Cc1noc(C)c1NC(=O)Nc1ccc2c(c1)CC(=O)N([C@@H](C)CO)C[C@H](C)[C@@H](CN(C)C(=O)Nc1ccc(C(F)(F)F)cc1)O2
    -7.2, -9.6
> COc1ccc(S(=O)(=O)Nc2ccc3c(c2)C(=O)N([C@@H](C)CO)C[C@@H](C)[C@@H](CN(C)C(=O)NC(C)C)O3)cc1
    ., -4.0
> C[C@@H]1CN([C@@H](C)CO)C(=O)c2cccc(NC(=O)Nc3ccc(C(F)(F)F)cc3)c2O[C@@H]1CN(C)C(=O)Nc1ccccc1
    -56.4, -21.3
> CNC[C@H]1Oc2c(NC(=O)c3ccncc3)cccc2C(=O)N([C@H](C)CO)C[C@@H]1C
    2.1, -6.9
> C[C@H](CO)N1C[C@H](C)[C@H](CN(C)C(=O)Nc2ccc(C(F)(F)F)cc2)Oc2ccc(NS(=O)(=O)c3ccccc3)cc2CC1=O
    -2.0, -2.4
> C[C@@H]1CN([C@H](C)CO)C(=O)c2cccc(NS(=O)(=O)c3cn(C)cn3)c2O[C@H]1CN(C)C(=O)Nc1ccc2c(c1)OCO2
    2.7, -9.2
> O=C(CCCCCCC(=O)Nc1ccccc1O)N/N=C/c1ccc(OCCO)cc1
    -12.9, -3.1
> COc1ccc(S(=O)(=O)Nc2cccc3c2O[C@H](CN(C)C(=O)NC(C)C)[C@H](C)CN([C@@H](C)CO)C3=O)cc1
    12.8, -38.7
> COc1ccc(CN(C)C[C@H]2OCCCC[C@@H](C)Oc3ccc(NC(=O)c4ccncc4)cc3C(=O)N([C@H](C)CO)C[C@@H]2C)cc1
    0.7, -4.0
> C[C@H]1CN([C@@H](C)CO)C(=O)c2cccc(NC(=O)C3CCOCC3)c2O[C@@H]1CN(C)C
    8.2, -5.7
> CC(C)NC(=O)N(C)C[C@@H]1OCCCC[C@@H](C)Oc2ccc(NC(=O)c3ccccc3)cc2C(=O)N([C@H](C)CO)C[C@@H]1C
    16.3, -23.4
> COc1ccc(CN(C)C[C@@H]2Oc3ccc(NC(=O)Nc4cccc5ccccc45)cc3C(=O)N([C@@H](C)CO)C[C@@H]2C)cc1
    -22.4, .
> Cc1noc(C)c1S(=O)(=O)N(C)C[C@H]1Oc2c(NC(=O)C3CCOCC3)cccc2C(=O)N([C@H](C)CO)C[C@H]1C
    0.5, 37.7
> Cc1noc(C)c1NC(=O)Nc1cccc2c1O[C@@H](CN(C)S(C)(=O)=O)[C@H](C)CN([C@H](C)CO)C2=O
    3.8, -34.5
> CC(C)NC(=O)Nc1cccc2c1O[C@@H](CN(C)Cc1ccc(C(=O)O)cc1)[C@H](C)CN([C@H](C)CO)C2=O
    9.3, -21.1
> Cc1noc(C)c1NC(=O)N(C)C[C@@H]1Oc2ccc(NS(=O)(=O)c3ccc(Cl)cc3)cc2C(=O)N([C@@H](C)CO)C[C@@H]1C
    3.3, -24.3
> C[C@H]1CN([C@@H](C)CO)C(=O)c2cc(NC(=O)CCCN(C)C)ccc2O[C@H]1CN(C)Cc1ccc(Cl)c(Cl)c1
    -10.6, -8.3
> COc1ccc(S(=O)(=O)N(C)C[C@@H]2Oc3c(NS(C)(=O)=O)cccc3C(=O)N([C@@H](C)CO)C[C@H]2C)cc1
    4.3, 2.2
> C[C@@H]1CN([C@@H](C)CO)C(=O)Cc2cc(NC(=O)c3ccncc3)ccc2O[C@@H]1CN(C)Cc1ccc(C(F)(F)F)cc1
    1.3, 16.6
> C[C@@H]1CN([C@H](C)CO)C(=O)Cc2cc(NC(=O)Nc3ccc(C(F)(F)F)cc3)ccc2O[C@@H]1CN(C)Cc1ccc(-c2ccccc2)cc1
    -14.6, 75.6*
> C[C@@H]1CN([C@@H](C)CO)C(=O)c2cc(NC(=O)Nc3ccc(C(F)(F)F)cc3)ccc2O[C@H]1CN(C)C(=O)Nc1ccc(C(F)(F)F)cc1
    -105.8, 74.4*
> COc1ccc(CN(C)C[C@@H]2Oc3ccc(NC(=O)NC(C)C)cc3C(=O)N([C@@H](C)CO)C[C@@H]2C)cc1
    4.4, -13.5
> Cc1cc(C(=O)Nc2cccc3c2O[C@@H](CN(C)C(=O)Nc2ccc(C(F)(F)F)cc2)[C@H](C)CN([C@H](C)CO)C3=O)n(C)n1
    2.4, -26.1
> C[C@@H]1CN([C@H](C)CO)C(=O)c2cccc(NS(=O)(=O)c3cn(C)cn3)c2O[C@@H]1CN(C)Cc1ccc2c(c1)OCO2
    3.9, 41.0
> CNC[C@H]1OCCCC[C@@H](C)Oc2ccc(NS(=O)(=O)c3c(C)noc3C)cc2C(=O)N([C@H](C)CO)C[C@@H]1C
    -5.8, -13.8
> C[C@@H]1CN([C@H](C)CO)C(=O)Cc2cc(NS(=O)(=O)c3cn(C)cn3)ccc2O[C@@H]1CN(C)C
    9.5, -31.0
> O=C(N/N=C/c1ccc(N2CCCC2)cc1)c1ccccc1O
    -13.0, -16.6
> Cc1noc(C)c1S(=O)(=O)N(C)C[C@H]1Oc2ccc(NC(=O)CCCN(C)C)cc2C(=O)N([C@@H](C)CO)C[C@H]1C
    -3.5, -22.6
> Cc1ccc(S(=O)(=O)Nc2cccc3c2O[C@@H](CN(C)CC2CC2)[C@H](C)CN([C@@H](C)CO)C3=O)cc1
    4.5, -17.7
> C[C@@H]1CN([C@H](C)CO)C(=O)CCCn2nncc2CO[C@H]1CN(C)Cc1cccc(O)c1
    ., -3.0
> Cc1ccsc1/C=N\NC(=O)CCCCC(=O)NO
    59.0*, 9.2
> C[C@H](CO)N1C[C@H](C)[C@H](CN(C)C(=O)Nc2ccc3c(c2)OCO3)Oc2ccc(NC(=O)Nc3ccccc3)cc2CC1=O
    4.0, -2.3
> COc1ccc(NC(=O)Nc2ccc3c(c2)C(=O)N([C@@H](C)CO)C[C@@H](C)[C@H](CN(C)Cc2ccncc2)O3)cc1
    0.7, 5.3
> C[C@H](CO)N1C[C@H](C)[C@@H](CN(C)C(=O)NC2CCCCC2)OCc2cnnn2CCCC1=O
    ., 2.9
> C[C@@H]1CCCCO[C@@H](CN(C)C(=O)NC2CCCCC2)[C@@H](C)CN([C@H](C)CO)C(=O)c2cc(NS(C)(=O)=O)ccc2O1
    -4.1, -12.0
> C[C@H]1CN([C@@H](C)CO)C(=O)Cc2cc(NC(=O)Nc3ccc(C(F)(F)F)cc3)ccc2O[C@H]1CN(C)S(=O)(=O)c1ccc(Cl)cc1
    -23.2, 52.0
> CC(C)NC(=O)Nc1ccc2c(c1)CC(=O)N([C@@H](C)CO)C[C@@H](C)[C@@H](CN(C)S(C)(=O)=O)O2
    -1.7, -5.5
> C[C@@H]1CN([C@H](C)CO)C(=O)c2cc(NC(=O)Nc3ccc(F)cc3)ccc2O[C@@H]1CN(C)S(=O)(=O)c1ccccc1
    11.5, -1.3
> C[C@@H]1CN([C@@H](C)CO)C(=O)c2cc(NC(=O)Nc3cccc4ccccc34)ccc2O[C@H]1CN(C)Cc1ccc2c(c1)OCO2
    ., 3.5
> CNC[C@@H]1Oc2ccc(NS(=O)(=O)c3c(C)noc3C)cc2C(=O)N([C@@H](C)CO)C[C@@H]1C
    4.7, -2.9
> Cc1ccc(S(=O)(=O)Nc2cccc3c2O[C@H](CN(C)Cc2ccc(C(=O)Nc4ccccc4N)cc2)[C@@H](C)CN([C@@H](C)CO)C3=O)cc1
    0.2, 44.0
> CNC[C@@H]1Oc2ccc(NC(=O)C3CCCCC3)cc2C(=O)N([C@@H](C)CO)C[C@@H]1C
    1.9, -11.2
> C[C@@H]1CN([C@H](C)CO)C(=O)c2cccc(NS(=O)(=O)c3ccc(Cl)cc3)c2O[C@H]1CN(C)C(=O)Nc1cccc2ccccc12
    3.4, -3.8
> C[C@H]1CN([C@@H](C)CO)C(=O)c2cccc(NC(=O)C3CC3)c2O[C@H]1CN(C)CC1CC1
    0.1, -11.4
> C[C@H]1CN([C@@H](C)CO)C(=O)c2cccc(NC(=O)c3ccncc3)c2O[C@H]1CN(C)CC1CCCCC1
    3.7, 57.4*
> C[C@H]1CN([C@@H](C)CO)C(=O)CCCn2nncc2CO[C@H]1CN(C)C(=O)Nc1ccccc1
    ., -17.4
> Cc1noc(C)c1NC(=O)Nc1cccc2c1O[C@@H](CN(C)C(=O)Nc1ccc(C(F)(F)F)cc1)[C@@H](C)CN([C@@H](C)CO)C2=O
    1.1, -0.2
> C[C@@H]1CN([C@@H](C)CO)C(=O)c2cccc(NC(=O)Nc3ccc(C(F)(F)F)cc3)c2O[C@@H]1CN(C)Cc1ccc(C(F)(F)F)cc1
    -87.6, 80.6*
> Cc1noc(C)c1NC(=O)Nc1ccc2c(c1)C(=O)N([C@H](C)CO)C[C@@H](C)[C@H](CN(C)S(=O)(=O)c1cccs1)O2
    9.0, -9.5
> COc1ccc(S(=O)(=O)Nc2cccc3c2O[C@@H](CN(C)Cc2ccc(Oc4ccccc4)cc2)[C@H](C)CN([C@@H](C)CO)C3=O)cc1
    4.8, 20.2
> C[C@H](CO)N1C[C@H](C)[C@H](CN(C)S(=O)(=O)c2ccc(F)cc2)Oc2ccc(NS(=O)(=O)c3ccc(F)cc3)cc2C1=O
    ., 68.0*
> COc1ccc(S(=O)(=O)Nc2cccc3c2O[C@H](CN(C)S(=O)(=O)c2cccs2)[C@@H](C)CN([C@H](C)CO)C3=O)cc1
    10.8, 11.2

High-throughput results as filed in PubChem BioAssay.
